Screening data: PubChem, The Scripps Research Institute Molecular Screening Center
TEAD-YAP inh = TEAD-YAP interaction inhibition. HEK-TIYL cells, TEAD-Gal4/YAP UAS-luciferase luminescence. 640,000 compounds, 1.4% hits. inhibition, % at 9.12 µM; in the data active = inhibition above about 32%;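 note: 0% = median of test compound wells and 100% = reference inhibitor wells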
FBW7 act = human FBW7 E3 ligase activation, primary screen. 650,000 compounds, 0.13% hits. Q969H0. AlphaScreen FBW7–phospho-cyclin E peptide binding, activator screen. normalized activity (activation), % at 26.1 µM; in the data active = normalized activity above about 1.9%;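 note: purified mutant Fbw7 with reduced substrate affinity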
Target sequence (Q969H0 whole entry, looked up): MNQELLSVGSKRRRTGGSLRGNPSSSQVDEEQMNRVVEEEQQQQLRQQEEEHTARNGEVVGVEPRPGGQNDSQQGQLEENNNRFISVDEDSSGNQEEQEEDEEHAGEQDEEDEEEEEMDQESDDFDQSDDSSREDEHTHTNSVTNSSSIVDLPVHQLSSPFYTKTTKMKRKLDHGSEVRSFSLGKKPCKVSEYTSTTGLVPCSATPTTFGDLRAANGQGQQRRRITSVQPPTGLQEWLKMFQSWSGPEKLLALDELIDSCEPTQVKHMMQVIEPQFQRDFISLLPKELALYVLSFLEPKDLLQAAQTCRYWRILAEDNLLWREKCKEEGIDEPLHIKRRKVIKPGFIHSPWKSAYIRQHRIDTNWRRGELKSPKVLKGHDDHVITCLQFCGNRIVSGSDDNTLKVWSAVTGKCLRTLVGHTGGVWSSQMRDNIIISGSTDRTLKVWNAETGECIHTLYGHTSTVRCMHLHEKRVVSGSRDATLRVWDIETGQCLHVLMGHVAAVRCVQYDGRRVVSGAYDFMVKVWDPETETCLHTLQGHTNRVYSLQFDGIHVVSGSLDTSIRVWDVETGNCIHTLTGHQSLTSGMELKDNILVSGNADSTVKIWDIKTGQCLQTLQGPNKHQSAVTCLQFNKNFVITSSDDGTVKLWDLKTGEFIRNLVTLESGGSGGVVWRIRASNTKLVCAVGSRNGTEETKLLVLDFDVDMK
MITF inh = blocks human microphthalmia-associated transcription factor | AlphaScreen MITF homodimerization, bead proximity signal | 650,000 compounds, 0.91% hits | O75030 | AID 1259374 | inhibition, % at 2.6 µM; in the data active = inhibition above about 50%;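 note: 0% = vehicle wells with protein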
GPR151 activ = activates the human receptor GPR151. Q8TDV0. PathHunter beta-arrestin GPR151 cells, luminescence. activation, % at 11.2 µM. 650,000 compounds, 1% hits; in the data active = activation above about 4.9%;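 note: 0% = median of compound wells and 100% = cells with positive control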
Target sequence (Q8TDV0 whole entry, looked up): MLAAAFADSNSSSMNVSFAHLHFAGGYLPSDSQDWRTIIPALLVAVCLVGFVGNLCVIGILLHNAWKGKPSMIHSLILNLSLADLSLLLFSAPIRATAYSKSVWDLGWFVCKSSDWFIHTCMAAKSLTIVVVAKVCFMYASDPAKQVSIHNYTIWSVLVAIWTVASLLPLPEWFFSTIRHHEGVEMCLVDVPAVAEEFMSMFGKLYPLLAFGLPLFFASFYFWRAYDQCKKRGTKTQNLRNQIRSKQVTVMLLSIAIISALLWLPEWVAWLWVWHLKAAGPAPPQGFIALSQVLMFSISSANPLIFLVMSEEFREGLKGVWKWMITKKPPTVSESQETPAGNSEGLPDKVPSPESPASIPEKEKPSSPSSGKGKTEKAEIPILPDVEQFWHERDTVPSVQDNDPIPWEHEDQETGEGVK
* hit, by the source's call; . = no result given.

SMILES | TEAD-YAP inh | FBW7 act | MITF inh | GPR151 activ
COc1ccc([N+](=O)[O-])cc1C(=O)Nc1ccccc1C(=O)O | -9.2 | -0.1 | 2.9 | -6.8
O=c1oc2ccccc2cc1-c1nnc(Nc2ccc(Br)cc2)s1 | -3.1 | 0.9 | 10.7 | -0.2
CC(C)c1ccccc1NC(=O)c1ccc(=O)[nH]c1 | 1.7 | 0.0 | 11.4 | -0.3
CCOC(=O)CSc1nnnn1-c1cc(OC)c(Cl)cc1OC | -1.1 | -0.2 | 1.2 | 0.2
CC(=O)NCc1ccc(S(=O)(=O)N/N=C/c2ccc(Br)cc2)cc1 | 1.6 | 0.9 | 18.1 | -1.4
COC(=O)c1cc(C(=O)OC)cc(N2C(=O)C=CC2=O)c1 | -5.2 | 0.0 | -4.1 | -0.6
COc1cc(C2C(C(=O)c3ccc(C)o3)=C(O)C(=O)N2Cc2cccnc2)ccc1O (stereo not given) | -4.5 | -0.3 | -10.3 | 0.0
Cc1cc(C)nc(NS(=O)(=O)c2ccc(NC(=O)c3ccc4ncsc4c3)cc2)n1 | -3.4 | -0.1 | 16.9 | -2.2
COc1cc(C2C(C#N)=C(N)N(c3sc4c(c3C#N)CCCCC4)C3=C2C(=O)CC(C)(C)C3)cc(OC)c1OC (stereo not given) | 0.5 | 0.1 | -5.5 | -1.7
COc1cc(/C=C2\SC(c3ccc(C)cc3)=NC2=O)ccc1O | 9.8 | 0.0 | 7.8 | -0.6
CC(C)CN(CC(C)C)C(=O)c1ccccc1NC(=O)c1ccco1 | 3.5 | 0.0 | 9.1 | 1.1
O=C(COC(=O)c1ccc([N+](=O)[O-])s1)c1ccc(Br)s1 | 12.3 | -0.3 | -1.5 | -0.3
COc1cccc(CN2C[C@@H]3C[C@@H](c4ccccc4OC)N4CCC[C@@]34C2=O)c1 | 7.3 | 0.0 | 12.0 | -0.4
c1ccc(CN2CCCN(c3nc4nonc4nc3N3CCCC3)CC2)nc1 | 4.1 | -0.3 | 11.0 | -2.4
Cc1cccc2sc(NNC(=O)c3ccc(F)cc3)nc12 | 5.2 | -0.2 | -3.5 | 0.4
Cc1ccc(-c2ccc(CN3CCN(C)C(CCO)C3)cc2)o1 (stereo not given) | -14.8 | 0.0 | 2.7 | 1.7
CN1CCN(CCCN(Cc2cccs2)C(=S)Nc2ccc(Oc3ccccc3)cc2)CC1 | 7.5 | -0.4 | 17.2 | 0.7
CCOC(=O)c1ccc(NC2SC(=O)N(Cc3ccc(C)cc3)C2=O)cc1 (stereo not given) | 1.4 | -0.1 | 1.9 | 0.2
CCN1C(=O)/C(=C/c2cc(OC)c(OC)cc2OC)N(C)C1=S | -0.6 | -0.1 | -3.1 | 2.2
COc1cc(/C=N/NC(=O)COc2ccc3c(c2)OCO3)ccc1OCC(N)=O | 5.8 | 1.5 | 19.8 | -0.6
CCCCNC(=O)CSc1nc2sc(C(=O)OCC)c(C)c2c(=O)n1CCc1ccccc1 | -0.6 | 0.0 | -12.3 | 2.1
Cc1cc2nc(-c3cccc(NC(=O)c4oc5ccccc5c4C)c3)oc2cc1C | 1.9 | -0.1 | 4.3 | 2.6
CCC1CCCCN1CCCNC(=O)c1cc2c(=O)n(C)c3ccccc3c2s1 (stereo not given) | -13.2 | -0.2 | 8.4 | -0.3
CC(NC(=O)C1CC1)c1nnc2n1CCN(CC(C)(C)C)CC2 (stereo not given) | -0.3 | -0.1 | 2.4 | -2.0
CCN(CC)c1ccc(/C=C(\C#N)C(N)=S)cc1 | 7.8 | -0.1 | -3.0 | 1.8

Next part (three carried over from the part before).
SMILES | TEAD-YAP inh | FBW7 act | MITF inh | GPR151 activ
CCC1CCCCN1CCCNC(=O)c1cc2c(=O)n(C)c3ccccc3c2s1 (stereo not given) | -13.2 | -0.2 | 8.4 | -0.3
CC(NC(=O)C1CC1)c1nnc2n1CCN(CC(C)(C)C)CC2 (stereo not given) | -0.3 | -0.1 | 2.4 | -2.0
CCN(CC)c1ccc(/C=C(\C#N)C(N)=S)cc1 | 7.8 | -0.1 | -3.0 | 1.8
O=C(CCc1nnc(CCCCc2ccccc2)o1)NC1CCCC1 | 3.4 | -0.1 | 12.1 | -2.1
O=C(COc1ccccc1)N1N=C(c2ccncc2)CC1(O)C(F)(F)F (stereo not given) | 2.0 | 0.1 | 4.7 | -1.0
CCCCN(C)C(=O)Cn1ncc2c(C)n(Cc3ccc(C)cc3)c(C)c2c1=O | 3.9 | -0.2 | 4.0 | 0.9
O=C(O)CCC(C(=O)O)N1C(=O)/C(=C\c2ccco2)SC1=S (stereo not given) | 3.6 | -1.4 | 62.6* | -0.4
CCOc1ccccc1CN1CCN(S(=O)(=O)c2ccc(F)cc2)CC1 | -9.7 | 0.6 | 4.7 | -0.8
CCOCCn1c(=NC(=O)C2CC2)sc2cc(C)ccc21 | -12.6 | 0.0 | 2.8 | 0.2
CCOCCCn1c(SCC(=O)Nc2ccc(CC)cc2)nc2ccccc2c1=O | 12.0 | 0.0 | 7.8 | -0.8
O=C(NOCCc1ccccc1)Nc1ccccc1[N+](=O)[O-] | 4.0 | 0.5 | 6.8 | -0.6
CNC(=O)C(=O)NCC1OCCN1S(=O)(=O)c1ccc(OC)cc1 (stereo not given) | 8.1 | 0.0 | -3.4 | -0.4
CC(C)(C)c1ccc(C(=O)Nc2c3c(nn2-c2ccc(Cl)cc2)CS(=O)(=O)C3)cc1 | 2.8 | 0.0 | 6.0 | -0.8
O=C(Oc1ccc(Cl)cc1)c1ccc(Cl)c(S(=O)(=O)N2CCCCCC2)c1 | -5.3 | -0.1 | -4.3 | -0.4
COc1ccc(S(=O)(=O)NCC(c2ccc3c(c2)OCO3)N2CCN(C)CC2)cc1 (stereo not given) | 2.2 | 0.2 | 15.3 | -0.4
COc1ccc(NCC(=O)Nc2ccc(S(N)(=O)=O)cc2)cc1 | 4.3 | -0.1 | -9.3 | -0.4
CN(C)c1nc(Cl)c(CN2CCN(C3CCCC3)C(CCO)C2)s1 (stereo not given) | 4.5 | -0.1 | 2.6 | -1.1
CCc1ccccc1NC(=O)CN(C)S(=O)(=O)c1cc(Br)cnc1N | 0.4 | 0.0 | -3.4 | -0.7
O=C(O)CSCC(=O)NNC(=O)COc1ccc(Cl)cc1 | -2.3 | -0.1 | -9.6 | -0.4
O=C(NNC(=S)NCCCN1CCOCC1)c1ccncc1 | -1.8 | -0.1 | 3.8 | 0.2
O=C(N/N=C/c1ccc(OC(=O)c2ccco2)cc1)c1ccccn1 | 25.4 | -0.3 | 6.9 | -7.1
COc1ccccc1C1C(C(=O)c2ccco2)=C(O)C(=O)N1c1cc(C)on1 (stereo not given) | 13.4 | -0.7 | 8.3 | -0.5
CCCCN1C(=O)c2c(Oc3ccc(Cl)cc3)cc([N+](=O)[O-])cc2Oc2ccccc21 | -8.6 | 0.2 | 25.2 | -0.2
O=C(Cc1cccs1)N1CCc2cc(S(=O)(=O)NC3CCCC3)ccc21 | -11.7 | 0.0 | -0.7 | -1.7
C=CCn1nnn(C2C/C(=N/NC(N)=S)C3OCC2O3)c1=S (stereo not given) | 8.5 | 0.0 | 0.1 | -1.8
CC(=O)c1cccc(-c2nc3ccc(C(=O)NC4CC4)cc3s2)c1 | -31.0 | 0.0 | 9.2 | -1.4
COc1ccc(-c2ccc3c(n2)CCCN3CC(O)CN2CCCc3nc(C)c(C)cc32)cc1 (stereo not given) | . | 0.5 | -11.0 | -1.1
O=C(c1ccc[nH]1)N1CCN(C(=O)c2ccco2)CC1 | 9.2 | -0.1 | 6.3 | 1.4

Additional structures
SMILES | TEAD-YAP inh | FBW7 act | MITF inh | GPR151 activ
Cc1onc(-c2ccccc2)c1C1=N/C(=C\c2ccc(C(C)(C)C)cc2)C(=O)O1 | 6.5 | -0.1 | -4.1 | 1.4
COc1cccc(C2NC(=S)NC(C)=C2C(=O)OCc2ccccc2)c1 (stereo not given) | 0.9 | -0.1 | 9.4 | 0.1
N#C/C(=C\Nc1cccc([N+](=O)[O-])c1)c1nc(-c2ccccc2)cs1 | 2.4 | -0.2 | -1.4 | -0.4
O=C(NCCN1CCOCC1)c1cccc(-c2csc3ccccc23)n1 | 6.3 | 0.0 | 9.4 | -0.6
O=C(O)CSC1CC(=O)N(c2cccc(C(F)(F)F)c2)C1=O (stereo not given) | 0.4 | -0.1 | 2.9 | -0.3
CCOC(=O)C1=C(CSc2nc(C)cc(C)c2C#N)OC(N)=C(C#N)C1c1ccc(F)cc1 (stereo not given) | 3.6 | -0.1 | 3.7 | -1.4
CC(C(=O)O)N1C(=O)/C(=C2/C(=O)N(C)c3ccccc32)SC1=S (stereo not given) | 11.6 | 0.1 | 3.5 | 0.2
CCOc1ccc(-c2[nH]nc3c2C(c2ccncc2)C(C#N)=C(N)O3)cc1OC (stereo not given) | -1.7 | 0.7 | 11.0 | -2.3
Cc1ncc(CO)c2cc(C(N)=O)c(=NCCc3ccc(Cl)cc3)oc12 | 2.4 | 0.1 | 9.6 | 1.0
CC1CCCN(CCCNC(=O)c2coc3nc4ccccc4nc23)C1 (stereo not given) | -20.7 | 0.1 | 3.1 | -7.4
Cc1ccc2nc(NNC(=O)c3ccccc3)sc2c1 | -0.1 | -0.2 | 10.6 | 0.3
O=[N+]([O-])c1ccc(S(=O)(=O)N2CCn3cccc3C2c2ccc(Cl)cc2Cl)cc1 (stereo not given) | -8.6 | -0.1 | 5.5 | 1.6
Cc1cc(NNC(=O)c2ccccc2O)c2cccc(C)c2n1 | -27.1 | 0.0 | 16.9 | 0.7
COC(=O)C1=C(O)/C(=C\c2ccc(OC)cc2)N=C1C | -3.1 | 0.0 | -4.4 | 0.1
N#Cc1ccccc1NC(=O)COC(=O)CC1CC2CCC1C2 (stereo not given) | 6.8 | 0.0 | 15.5 | 1.7
CC(C)(C)c1ccc(S(=O)(=O)NCCCN2CCOC(c3ccccc3)C2)cc1 (stereo not given) | 4.9 | 0.0 | -10.8 | 0.3
CCOC(=O)c1cnn(-c2ccc(F)cc2)c1CNCCNC(C)=O | -17.1 | -0.3 | -2.8 | -0.6
O=C(COc1ccccc1)Nc1nnc(-c2ccco2)o1 | 3.9 | -0.1 | 29.9 | -2.4
CCOC(=O)c1c(/C=C/C(=O)c2ccccc2)ccc(OC)c1OC | -3.2 | 0.0 | -1.4 | -0.2
Nc1ccc(N2CCOCC2)c(Cl)c1 | -7.4 | -0.2 | 13.1 | 0.1
COCCCNC(=O)CNC(=O)c1nn(-c2ccc(OC)c(OC)c2)c(=O)c2ccccc12 | 5.7 | 1.0 | 15.1 | -1.3
CC[n+]1ccc(C(=O)NCc2ccccc2)cc1 | 1.2 | 0.1 | 5.1 | 0.1
c1ccc(-c2nc(Cc3nc(-c4ccccc4)n4ccccc34)c3ccccn23)cc1 | 1.0 | -0.6 | 3.7 | -0.7
CC(C)(C)NC(=O)CSc1nnc(Cc2ccccc2)n1Cc1ccco1 | -4.9 | -0.1 | -3.1 | 1.2
COc1ccc(CN(Cc2cc3cc(C)ccc3n3nnnc23)C(=O)C2CCC2)cc1 | 0.9 | 0.2 | -8.0 | 0.2

Continuation.
SMILES | TEAD-YAP inh | FBW7 act | MITF inh | GPR151 activ
COc1ccc(OC)c(/C=C2/C(=N)N3N=C(C)SC3=NC2=O)c1 | -2.0 | -0.2 | 4.6 | -0.4
O=c1[nH]c(CN2CCCCC2)nc2c1oc1ccccc12 | -11.0 | 0.2 | 16.9 | -1.4
Cc1cc(=O)oc(C)c1C(=O)Nc1ccccc1C(=O)N1CCCC1 | 4.5 | 0.0 | -2.1 | 1.3
O=C(NCCO)C(=O)NCC(c1ccco1)S(=O)(=O)c1cccs1 (stereo not given) | -4.9 | 0.5 | -1.6 | 1.9
COc1ccc2[nH]cc(CCNS(=O)(=O)c3ccccc3)c2c1 | 21.3 | -0.2 | -15.6 | -0.6
CCOc1ccc(NC(=O)Nc2cccc(C(C)=O)c2)cc1 | -13.8 | -0.1 | 1.2 | 0.6
CCC1=NN2C(=N)/C(=C/c3cc(Cl)c(OCCOc4ccc(OC)cc4)c(OC)c3)C(=O)N=C2S1 | -11.4 | -0.1 | 12.8 | -0.2
N#CC1(CCCN2CCCC2)OCCc2ccccc21 (stereo not given) | 0.9 | 0.0 | -3.5 | 0.2
Cc1c(C)c2ccc(OC(C)C(=O)O)cc2oc1=O (stereo not given) | 5.8 | 0.0 | 0.1 | 1.0
CCOc1ccc(NC(=O)Nc2ccc3nccnc3c2)cc1 | -3.1 | -0.1 | -1.0 | 1.4
O=C(C(=O)N1CCC2(CC1)CC2C(=O)Nc1ccc(-n2cccn2)cc1)c1ccccc1 (stereo not given) | 1.2 | 0.0 | 15.6 | -0.2
COC(=O)c1ccc(SCC(=O)NC2CCCC2)c([N+](=O)[O-])c1 | -5.5 | -0.1 | 0.4 | 1.8
CC(C)=C1CCC2(C)OC(=O)C(Cc3ccccn3)C12C (stereo not given) | 5.1 | 0.3 | 24.8 | -1.7

Rewritten with each value named: part of the list above.
Cc1cccc2sc(NNC(=O)c3ccc(F)cc3)nc12
- TEAD-YAP inh: 5.2
- FBW7 act: -0.2
- MITF inh: -3.5
- GPR151 activ: 0.4

Cc1ccc(-c2ccc(CN3CCN(C)C(CCO)C3)cc2)o1 (stereo not given)
- TEAD-YAP inh: -14.8
- FBW7 act: 0.0
- MITF inh: 2.7
- GPR151 activ: 1.7

CN1CCN(CCCN(Cc2cccs2)C(=S)Nc2ccc(Oc3ccccc3)cc2)CC1
- TEAD-YAP inh: 7.5
- FBW7 act: -0.4
- MITF inh: 17.2
- GPR151 activ: 0.7

CCOC(=O)c1ccc(NC2SC(=O)N(Cc3ccc(C)cc3)C2=O)cc1 (stereo not given)
- TEAD-YAP inh: 1.4
- FBW7 act: -0.1
- MITF inh: 1.9
- GPR151 activ: 0.2
